TPT1 inhibitor: blocks Candida albicans tRNA 2'-phosphotransferase | recombinant caTPT1, FP RNA substrate dephosphorylation | inhibition, % at 5 µM | 300,000 compounds, 0.81% hits;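 active = inhibition above the mean of all tested compounds plus 3 SD, set per screening campaign, cut at about 24% in these data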;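 note: plate controls were DMSO alone for no effect and ferristatin control at 100 nM for full effect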
HCV core dimer: HCV core protein dimerization inhibition; TR-FRET GST/Flag-core106 dimerization, 1536-well; inhibition, % at 5 µM; 300,000 compounds, 0.33% hits; AID 1899;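 active = inhibition above the mean of all tested compounds plus 3 SD, set per screening campaign, cut at about 45% in these data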
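System: GST-tagged and Flag-tagged HCV core protein residues 1-106 / Input: core106 proteins, GST 13.5 nM and Flag 17 nM / Buffer or medium: KF-containing HEPES buffer, pH 7.45, DTT, CHAPS, BSA / Probe or stimulus: Eu-anti-GST and XL665-anti-Flag labelled anti-tag antibodies / Schedule: 4 h, 22.5 °C incubation / Technique: TR-FRET 671 and 617 nm emission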
PP1 inh: PP1-alpha (human) inhibition in PP5 counter-screen; 320,000 compounds, 0.9% hits; purified PP1alpha, OMFP fluorescence; AID 2235; inhibition, % at 6.7 µM;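 active = inhibition above the mean inhibition of all tested compounds plus 3 SD, computed separately for each screening campaign, cut at about 15% in these data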
Target sequence (P62136 whole entry, looked up): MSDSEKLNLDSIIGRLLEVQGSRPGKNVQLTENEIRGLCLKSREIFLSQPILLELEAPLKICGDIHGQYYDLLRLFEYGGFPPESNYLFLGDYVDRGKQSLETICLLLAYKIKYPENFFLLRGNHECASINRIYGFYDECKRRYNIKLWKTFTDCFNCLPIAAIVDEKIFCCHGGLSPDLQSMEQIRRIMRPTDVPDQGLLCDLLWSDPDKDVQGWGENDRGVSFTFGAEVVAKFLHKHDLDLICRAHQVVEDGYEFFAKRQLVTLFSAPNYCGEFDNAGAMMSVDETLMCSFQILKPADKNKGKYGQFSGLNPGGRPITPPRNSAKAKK
PP5 primary: PP5 (human) phosphatase inhibition; 320,000 compounds, 0.18% hits; P53041; inhibition, % at 6.7 µM; AID 1987; purified PP5c, OMFP substrate fluorescence;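 active = inhibition above the campaign's mean inhibition across all tested compounds plus 3 SD, cut at about 9.5% in these data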;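 note: 0% = DMSO only and 100% = 100 µM cantharidin control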
proCasp7 act: activates human procaspase-7, counter-screen for procaspase-3 activators | AID 463210 | activation, % at 8.5 µM | recombinant procaspase-7, Ac-DEVD-pNA absorbance 405 nm; D23A/D198A/D206A triple mutant, cannot self-cleave; scale: DMSO 0, 5 µM enzyme 100 | 330,000 compounds, 0.093% hits;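 active = percent activation above the screen-wide mean plus 3 SD, cut at about 25% in these data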
Target sequence (P55210 whole entry D23A/D198A/D206A): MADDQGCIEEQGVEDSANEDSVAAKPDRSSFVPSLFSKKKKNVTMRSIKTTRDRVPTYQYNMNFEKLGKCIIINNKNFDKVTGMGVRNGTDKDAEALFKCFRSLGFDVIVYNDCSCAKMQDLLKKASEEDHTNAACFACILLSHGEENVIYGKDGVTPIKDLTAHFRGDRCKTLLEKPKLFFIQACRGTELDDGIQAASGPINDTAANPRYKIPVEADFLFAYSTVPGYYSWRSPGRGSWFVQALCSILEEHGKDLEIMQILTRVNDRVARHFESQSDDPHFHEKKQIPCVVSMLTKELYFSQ
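System: Uncleavable procaspase-7 mutant enzyme; Amount: 2 µM procaspase-7 mutant as dispensed; Schedule: 1 h compound preincubation, 2 h substrate cleavage, 25 °C; Measured by: 405 nm absorbance of p-nitroaniline; Evaluation: percent activation from buffer-corrected 0–120 min absorbance change; Control set: low DMSO alone, high DMSO plus 5 µM PC-7.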
procasp3 activ: procaspase-3 (human) activation | 330,000 compounds, 0.11% hits | recombinant procaspase-3 D3A, Ac-DEVD-pNA absorbance 405 nm | P42574 | activation, % at 8.5 µM;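 active = activation above the mean of all tested compounds plus 3 SD, cut at about 21% in these data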;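 note: 0% = DMSO alone and 100% = DMSO wells spiked with extra 5 µM PC-3 D3A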
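Assay system – Procaspase-3 D3A mutant · Benchmarks – DMSO low control, extra-enzyme high control · Technique – 405 nm absorbance of p-nitroaniline, reads at 0 and 120 min · Doses – 8.5 µM nominal · Measure – % activation between DMSO and enzyme-spiked controls · Also added – Ac-DEVD-pNA chromogenic peptide substrate · Schedule – 1 h compound preincubation, 2 h substrate hydrolysis at 25 °C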
Efflux pump mplx: blocks antifungal efflux pumps in multiplex yeast assay. S. cerevisiae Candida pump triplex, Nile Red efflux. inhibition, % at 10 µM. 330,000 compounds, 0.44% hits;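 active = plate passing quality check with inhibition over a set limit, or well fluorescence over plate mean plus 4 SD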;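 note: Nile Red retained in pooled yeast measured as flow cytometry median fluorescence; 0% = buffer negative control and 100% = Enniatin B positive control; higher means more Nile Red kept so more efflux inhibition; some compounds called inactive have numbers as strong as hits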
JMJD2C inh: blocks human GASC-1 demethylase activity; 330,000 compounds, 0.069% hits; inhibition, % at 2.35 µM; GST-JMJD2C(1-420) H3K9me3 demethylation, DELFIA europium; AID 2099;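 active = more than half of a compound's replicate wells show inhibition beyond 50%, single wells judged on their own value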;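 note: signal counts dimethyl H3K9 product captured on neutravidin plate; 0% = median of DMSO wells and 100% = 0.3 times that DMSO median; strong numbers were not always called active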
Target sequence (Q9H3R0 1-420 limits assumed): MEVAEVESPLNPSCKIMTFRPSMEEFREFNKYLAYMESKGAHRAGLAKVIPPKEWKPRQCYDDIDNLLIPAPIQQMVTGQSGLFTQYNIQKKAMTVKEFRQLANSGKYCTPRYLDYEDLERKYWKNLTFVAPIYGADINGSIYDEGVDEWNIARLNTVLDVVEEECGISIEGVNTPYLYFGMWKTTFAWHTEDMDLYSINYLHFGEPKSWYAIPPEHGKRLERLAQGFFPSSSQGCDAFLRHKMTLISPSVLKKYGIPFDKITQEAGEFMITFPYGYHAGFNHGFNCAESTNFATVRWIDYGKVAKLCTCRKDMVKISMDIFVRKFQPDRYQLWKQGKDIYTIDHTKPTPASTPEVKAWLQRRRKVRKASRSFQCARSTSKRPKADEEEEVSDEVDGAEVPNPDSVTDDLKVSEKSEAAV
Fh CTSL1 inh: cathepsin L1 inhibition, PFM18AAP counter-screen; 300,000 compounds, 0.49% hits; inhibition, % at 5.96 µM; AID 1906; recombinant F. hepatica cathepsin L1, Z-Leu-Arg-MCA fluorescence;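 active = inhibition above the mean of all tested compounds plus 3 SD, set per screening campaign, cut at about 17% in these data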;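 note: 0% = plate median of test compound wells and 100% = 1 µM Z-Phe-Ala-diazomethylketone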
* marks the source's active call; other numbers are inactive results; nt = no result given; & = joins results of further samples. Rows are unselected; 2.9% or so of the library scored in one or more.

SMILES	TPT1 inhibitor	HCV core dimer	PP1 inh	PP5 primary	proCasp7 act	procasp3 activ	Efflux pump mplx	JMJD2C inh	Fh CTSL1 inh
CCOC(=O)N(C)S(=O)(=O)c1ccccc1[N+](=O)[O-]	-3	-2	-8	-1.7	2	0	0.0	7	-5
CN1c2ccccc2Oc2nnc(Cl)cc21	3	2	-1	3.3	7	7	-0.1	-5	1
CCOC(=O)N1CCN(C(=O)c2ccc(Cl)c(S(=O)(=O)Nc3ccccc3)c2)CC1	-5	0	1	-1.1	9	7	0.0	0	0
CCCCN(C(=O)C1CCCO1)c1c(N)n(CCC)c(=O)[nH]c1=O (configuration not stated)	nt	nt	nt	nt	2	1	-0.1	4	nt
COc1ccc(OC)c(NC(=O)CCC(=O)N(Cc2ccc(OC)c(OC)c2)c2nccs2)c1	-4	1	-1	2.7	-6	5	0.0	-8	-3
O=C(NCc1ccccc1)c1onc(CSc2ccc(F)cc2)c1C(=O)NCCCN1CCOCC1	1	-7	-1	3.5	12	7	0.2	0	-2
CSc1ccccc1NS(=O)(=O)c1ccccc1	0	-6	2	-0.1	-6	2	0.0	-7	0
Cc1ccc(-c2nn3c(C)nnc3c3ccccc23)cc1S(=O)(=O)NC(C)(C)CO	-4	2	-2	2.9	6	-3	-0.2	5	-1
NC(=O)c1cc(Cl)cn(-c2ccccc2)c1=O	-1	-14	1	2.6	10	2	-0.1	-3	0
COc1ccc(Cl)cc1NS(=O)(=O)c1cn(C)nc1C	-2	-3	-1	2.5	-4	11	0.0	-3	1
O=C(Nc1cccc(F)c1)NC1CC2CCCC(C1)N2C1CC1 (configuration not stated)	-1	-2	0	0.6	7	10	-0.1	-4	-2
Cc1ccc(NC(=O)COc2ccc(Br)cc2CO)cc1S(=O)(=O)N1CCOCC1	nt	nt	nt	nt	10	-4	0.8	5	nt
COc1ccc(/C(C)=N/NC(=O)CNC(=O)C(c2ccccc2)c2ccccc2)c(OC)c1	0	11	0	0.7	6	13	0.0	-1	-2
COc1cc(NC(=O)c2cc3c(CO)cnc(C)c3oc2=Nc2cccc(C(N)=O)c2)cc(OC)c1	0	2	-3	-1.6	6	-6	-0.1	3	0
CC(C)[C@H](NC(=O)c1ccccc1F)C(=O)Nc1nc2c(s1)CCCC2	-2	1	11	3.6	3	-1	-0.1	-33	0

A different layout for 2 compounds above.
canonical_smiles: CCOC(=O)N(C)S(=O)(=O)c1ccccc1[N+](=O)[O-]
  TPT1 inhibitor: -3
  HCV core dimer: -2
  PP1 inh: -8
  PP5 primary: -1.7
  proCasp7 act: 2
  procasp3 activ: 0
  Efflux pump mplx: 0.0
  JMJD2C inh: 7
  Fh CTSL1 inh: -5

canonical_smiles: CN1c2ccccc2Oc2nnc(Cl)cc21
  TPT1 inhibitor: 3
  HCV core dimer: 2
  PP1 inh: -1
  PP5 primary: 3.3
  proCasp7 act: 7
  procasp3 activ: 7
  Efflux pump mplx: -0.1
  JMJD2C inh: -5
  Fh CTSL1 inh: 1

Additional compounds follow:
SMILES	TPT1 inhibitor	HCV core dimer	PP1 inh	PP5 primary	proCasp7 act	procasp3 activ	Efflux pump mplx	JMJD2C inh	Fh CTSL1 inh
O=C(Nc1nn[nH]n1)C12CC3CC(CC(C3)C1)C2	-4	9	0	0.7	6	5	0.1	11	0
C[C@H](CO)N1C[C@H](C)[C@@H](CN(C)C(=O)NC2CCCCC2)Oc2c(NC(=O)c3ccncc3)cccc2C1=O	nt	nt	nt	nt	6	4	0.0	36	nt
Cc1ccccc1CN1CCC(n2nccc2NC(=O)CCOc2ccccc2)CC1	-2	-10	3	1.4	6	2	0.5	-4	-10
O=C(CCc1nnc(-c2ccccc2)o1)NCc1c(F)cccc1F	0	-2	-3	0.4	-9	6	0.0	-1	2
O=C(CCN1C(=O)c2ccccc2S1(=O)=O)Nc1ccc(C(=O)O)cc1	3	5	-1	-1.2	-3	10	0.0	10	2
CCc1ccc(NC(=O)CCS(=O)(=O)c2cccc3nsnc23)cc1	1	1	-2	0.9	-1	6	0.0	-7	-28
Cc1cccc2c1N(CC(=O)OC(C)C)C(=O)C2=O	-3	18	-2	-2.1	1	-2	-0.1	4	6
CCOC(=O)C1CCC(CN(Cc2ccccc2C)S(=O)(=O)c2ccc([N+](=O)[O-])cc2)CC1 (configuration not stated)	-3	0	3	5.5	-7	-13	-0.1	17	-2
CN(C)C(=O)N=NC(=O)N(C)C	-3	-4	0	1.1	-23	-12	-0.1	7	-5
C=CCN1CCN(C(=O)c2ccc3c(c2)OCO3)CC1	0	-3	-5	1.4	1	4	0.4	7	-3
O=c1/c(=C\c2ccc(F)cc2)sc2n1CCCN=2	0	4	-1	1.8	-4	-4	0.1	-1	8
Cc1ccc(SCc2c(C(=O)N/N=C/c3cccnc3)nnn2-c2nonc2N)cc1	0	0	4	0.5	6	7	-0.1	-2	3
N#Cc1c(NC(=O)Cn2cnc3ccccc3c2=O)oc(-c2ccccc2)c1-c1ccccc1	0	23	8	0.9	3	5	0.0	-10&-6	0
O=C(OCC(=O)N1CCCCC1)c1cccs1	nt	nt	nt	nt	-2	1	-0.1	9	nt
CNC(=O)c1nnn(Cc2ccccc2)c1NC(=O)C(F)(F)F	3	-4	-2	-1.8	-6	-4	0.2	6	2
CC(C)(C)OC(=O)N1Cc2cc3ccccc3nc2C1CO (configuration not stated)	2	3	5	2.2	10	-6	0.4	8	-4
CCN1C(=O)[C@H]2[C@@H](c3ccc(Cl)cc3)N3C(=O)CN(CC4CC4)C(=O)[C@@]3(C)[C@H]2C1=O	0	6	-4	1.2	2	2	0.0	-40	1
CC(C)c1ccc(C(=O)Nc2nnc(S(=O)(=O)N3CCCCC3)s2)cc1	-2	16	7	4.2	3	10	0.1	-2	2
CC(C)(O)c1[nH]c2cc(F)ccc2c1C(C)(C)O	2	-11	1	-3.9	2	-7	-0.1	-6	2
CCc1c(C(=O)O)[nH]c2ccc(Br)cc12	-1	13	-2	0.6	7	8	-0.1	-9	2
CCC(C)c1ccccc1N1CC(C(=O)Nc2cccc(S(=O)(=O)N3CCOCC3)c2)CC1=O (configuration not stated)	-2	1	1	0.8	1	-4	0.2	11	-1
O=C(CCC1CCCN(C(=O)c2ccsc2)C1)N1CCN(c2ccccn2)CC1 (configuration not stated)	-1	-5	-4	1.5	8	7	0.2	6	5
CC(C)NC(=O)NC(=O)COC(=O)C1CCCN1C(=O)c1cccs1 (configuration not stated)	-5	-1	-2	-2.1	13	7	0.0	14	-6
Cc1nn(-c2ccccc2)c2[nH]c(C(F)(F)F)cc(=O)c12	-2	-1	3	0.5	6	-3	-0.1	-19	0
COc1ccccc1CNc1cncnc1	-2	3	-1	-0.6	14	-2	-0.1	-12	-2
O=C(NCc1cccnc1)c1ccc(COc2cccc3ccccc23)o1	1	61*	5	1.2	5	-6	0.0	-49	5
O=C(NCc1ccc(F)cc1)c1ccc(N2CCc3ccccc32)c([N+](=O)[O-])c1	3	-1	6	6.2	-4	12	-0.3	-4	1
CN(C)C=Nc1nonc1-c1ccccc1	1	0	-1	-1.3	4	-8	0.0	2	-1
COC(=O)c1c(=O)n(O)c2ccc(OC)cc2[n+]1[O-]	-104	-5	-1	1.2	4	4	-0.1	-10	5
C=CCn1c(N)c(S(=O)(=O)c2cccs2)c2nc3ccccc3nc21	2	-1	-2	2.6	4	3	-0.1	-1	1
COc1ccc(NC(=O)CN(c2ccccc2)S(=O)(=O)N(C)C)cc1Cl	-9	-4	-1	1.6	8	-4	-0.1	-14	1
Nc1nc(-c2ccccc2)cc(C(F)(F)F)n1	-2	-4	-4	3.3	-2	13	0.1	-42	0
Cc1nnc(SCC(=O)Nc2cccc(Cl)c2)n1CC1CCCO1 (configuration not stated)	1	-4	0	1.9	2	-2	1.0	-17	3
CCOC(=O)/C(=N\Nc1ncnc2ccccc12)c1ccc(C)cc1	3	-5	-1	7.5	2	-10	0.1	8	1
O=c1[nH]cc(-c2ccccc2)c(=O)[nH]1	-1	0	-4	-3.5	-1	9	0.1	0	2
COCC(=O)N1CCC(Oc2ccc(C(=O)N(C)C(C)c3ccon3)cc2)CC1 (configuration not stated)	1	1	-3	1.6	15	-8	0.1	-5	-1
Cc1cc(C)c(C#N)c(Oc2ccccc2Br)n1	2	30	-1	4.0	1	13	0.1	7	-1
COc1cccc(-c2cn3nc(C)c(C)nc3n2)c1	45*	17	2	0.1	-1	-2	-0.2	0	6
COc1ccc(Cc2noc(CN(C)CC3CCN(Cc4ccccc4)CC3)n2)cc1OC	-6	-3	0	-1.9	3	-3	-0.1	-9	5
O=C(/C(Br)=C/Nc1cc(Cl)ccc1Cl)C(F)(F)F	-1	4	0	-0.8	4	-5	-1.2	6	-2
O=C(CSc1nccc(=O)[nH]1)Nc1ccc2c(c1)OCCO2	-1	-1	-2	-0.8	0	-4	0.1	-14	-2
COc1ccccc1-c1nnc2sc(COc3ccc(Cl)cc3Cl)nn12	4	4	11	4.8	7	4	0.2	1	3
O=C(NCCN1CCCCC1)Nc1cccc(C(F)(F)F)c1	-2	-4	-4	0.6	-7	9	-0.1	-17	2
NC(=O)C1CCN(Cc2cccc(OCc3ccccc3)c2)CC1	1	-14	-2	1.1	-14	-4	0.7	3	-1
O=C(CS(=O)(=O)c1ccccc1)NCc1ccccc1	0	1	-4	1.7	2	-3	0.3	-2	-1
CCOc1ccc(C(=O)N(CC(=O)Nc2cccc(C)c2C)CC2CCCO2)cc1OC (configuration not stated)	nt	nt	-7	1.3	6	5	0.1	-2	nt
CCNC(=O)Nc1ccc(OC)cc1OC	-1	-1	-3	-1.9	11	-1	-0.1	5	-4
COc1ccc(-c2cc(C(=O)N3CCOCC3)no2)cc1OC	-2	-1	-5	0.3	-1	0	0.0	-10	-3
CC(C)Cn1c(N)c(C=O)c(=O)[nH]c1=O	0	-2	-5	-2.5	0	7	-0.1	-3	-3
CCOc1ccc(OCCOc2ccc(/C=C/C(=O)O)cc2OCC)cc1	1	-20	7	2.6	8	3	-0.3	16	7
O=C(COC(=O)c1cnc(Cl)c(Cl)c1)Nc1cccc(S(=O)(=O)N2CCOCC2)c1	nt	nt	nt	nt	10	-3	0.1	3	nt
Cc1cc(-c2nn(-c3ccccc3F)cc2CN(C)CC(O)CO)c(C)s1 (configuration not stated)	-2	-4	-1	-0.9	12	8	0.0	1	0
CC(=O)NCCc1nc2ccccc2n1Cc1ccc(C)cc1	4	1	1	3.2	2	29*	-0.2	-1	-1
CC1CCC(NC(=O)COC(=O)c2ccc3ncsc3c2)CC1 (configuration not stated)	nt	nt	0	1.7	-1	3	0.2	nt	nt
CCNC(=O)C1CCCN1S(=O)(=O)c1ccc(C)cc1 (configuration not stated)	-1	-12	-3	2.8	5	2	-0.1	7	-2
COc1ccc(-c2cc(C(=O)Nc3ccccc3SC)no2)cc1OC	1	-3	-4	0.7	-3	-9	0.1	24	0

Source: PubChem BioAssay
